# Neddylation inh: inhibitors of cullin neddylation, primary screen, biochemical, TR-FRET, uHTS, NAE and Ubc12; NEDD8-conjugating enzyme Ubc12 (Homo sapiens) + NEDD8-activating enzyme E1 regulatory …; calls only at 25 µM; hit rate 0.58% among 360,000; AID 651699, 2012; in the data active means inhibition above about 36%
# FAS-TE inh: FAS thioesterase domain inhibitors, primary screen, biochemical, fluorescence intensity, uHTS | recombinant FAS-TE, OMFH fluorogenic substrate, fluorescence endpoint | AID 602261, 2012 | hit rate 0.67% among 360,000 | Fatty acid synthase (Homo sapiens), P49327 | inhibition, % at 15 µM;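 active means compounds whose normalised, plate-corrected inhibition of enzyme fluorescence in the single-dose primary screen is 50% or more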;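 further: 0% = DMSO with enzyme and 100% = substrate without enzyme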
# Rin1 Abl inh: inhibitors of Rin1-Abl protein binding, primary screen, biochemical, TR-FRET; Tyrosine-protein kinase ABL1 (Homo sapiens) + Ras and Rab interactor 1 (Homo sapiens), …; inhibition, % at 7.35 µM; hit rate 0.4% among 360,000; in the data active means inhibition above about 5%, passing the limit was not always enough
# MLLE-PAM2 inh: inhibitors of PABP1 MLLE–PAM2 peptide binding, primary screen, biochemical, fluorescence polarization, FITC-PAM2, GST-MLLE. Polyadenylate-binding protein 1 (Homo sapiens), P11940. inhibition, % at 20 µM. hit rate 0.36% among 360,000. AID 588489, 2011; in the data active means inhibition above about 35%, passing the limit was not always enough;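 further: plate controls were DMSO wells with GST-MLLE for no effect and wells lacking GST-MLLE protein for full effect; some results filed as inactive read as strong as hits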
# NadD block: inhibitors of S. aureus NadD, primary screen, biochemical, colorimetric, uHTS. inhibition, % at 20 µM. purified NadD enzyme, colorimetric absorbance read-out. hit rate 0.78% among 360,000; in the data active means inhibition above about 26%; further: some compounds past the cut are filed as inactive
# Rpn11 inh: Rpn11 (PSMD14) deubiquitinase inhibitors, primary screen, biochemical, fluorescence polarization, uHTS; 26S proteasome non-ATPase regulatory subunit 14 (Homo sapiens), O00487; calls only at 20 µM; hit rate 0.59% among 360,000; human 26S proteasome, Ub4-pepOG fluorescence polarization; 20S core pre-blocked with epoxomicin;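 active means inhibition at 20 µM, scaled to each plate's controls, above about 33%, limit read from the data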
# Target sequence (O00487 whole entry, looked up): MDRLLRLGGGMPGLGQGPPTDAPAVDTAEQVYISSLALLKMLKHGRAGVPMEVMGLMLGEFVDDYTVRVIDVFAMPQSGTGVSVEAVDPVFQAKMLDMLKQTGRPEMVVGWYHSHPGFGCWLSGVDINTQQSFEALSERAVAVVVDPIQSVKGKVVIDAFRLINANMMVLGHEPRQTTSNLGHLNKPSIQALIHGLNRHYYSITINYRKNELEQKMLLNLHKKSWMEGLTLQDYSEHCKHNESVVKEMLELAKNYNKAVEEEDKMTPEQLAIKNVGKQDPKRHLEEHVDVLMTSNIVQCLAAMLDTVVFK
# SKN-1 block: suppressors of acrylamide-induced Pgst-4::GFP reporter in worms, primary screen, SKN-1 inhibitor project, whole organism, uHTS, GFP/RFP fluorescence ratio, strain VP596; C. elegans VP596 Pgst-4::GFP/RFP ratio, 24 h; inhibition, % at 21.8 µM; hit rate 0.49% among 360,000;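 active means interference check ratio from 0.5 to 1.5 plus GFP to RFP signal ratio inhibition reaching or exceeding a fixed threshold, cut at about 30% in these data, passing the limit was not always enough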; further: some compounds called inactive have numbers as strong as hits
# CSN deneddyl inh: inhibitors of CSN-mediated cullin deneddylation, primary screen, biochemical, fluorescence polarization, uHTS; AID 651999, 2013; hit rate 0.38% among 360,000; COP9 signalosome complex subunit 5 (Homo sapiens), Q92905; inhibition, % at 12.5 µM; Purified CSN, SCF-Nedd8-OG deneddylation;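 active means pattern-corrected inhibition above about 35%, with an unprinted fluorescence ratio check between 0.5 and 1.5, limit read from the data, passing the limit was not always enough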;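 further: 0% = enzyme with substrate and 100% = substrate without enzyme; some results filed as inactive read as strong as hits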
# Target sequence (Q92905 whole entry, looked up, one chain of several): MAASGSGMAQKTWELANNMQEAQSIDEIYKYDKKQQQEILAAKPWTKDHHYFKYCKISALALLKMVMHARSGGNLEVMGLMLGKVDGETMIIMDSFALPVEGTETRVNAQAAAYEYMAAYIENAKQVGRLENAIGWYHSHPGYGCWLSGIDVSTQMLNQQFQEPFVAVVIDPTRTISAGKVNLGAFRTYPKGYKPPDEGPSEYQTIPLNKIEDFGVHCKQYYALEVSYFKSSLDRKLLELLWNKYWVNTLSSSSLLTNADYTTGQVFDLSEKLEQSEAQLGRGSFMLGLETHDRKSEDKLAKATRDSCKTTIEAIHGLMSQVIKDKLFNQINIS
#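 Assay system: HEK293T-derived human Csn5 enzyme; quantity: 0.24 nM enzyme; medium: Tris/NaCl/DTT buffer, pH 7.5; also added: substrate SCFSkp2-Nedd8OG, 10 nM; doses: 12.5 µM compound; schedule: 90 min reaction at room temperature; signal: FP; read-out: % inhibition of substrate cleavage by Csn5; benchmarks: substrate-only high control, full reaction low control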
# MT1-MMP act inh: blockers of MT1-MMP proenzyme processing, primary screen, HT1080 RFP-PRO-GFP cells, GFP/RFP fluorescence | Matrix metalloproteinase-14 (Homo sapiens), P50281 | GFP/RFP ratio fluorescence, overnight; percent of plate control window, DMSO zero | GFP/RFP ratio change, % at 20 µM | hit rate 0.061% among 360,000 | AID 651647, 2012;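 active means GFP/RFP ratio change of at least 30% with cell ATP level not reduced by more than half and red fluorescence within 50% of control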; further: strong numbers were not always called active
#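 system = RFP-PRO-GFP reporter HT1080 cells | dosing = 20 µM single dose, 1% DMSO | timing = overnight cell settling, then overnight compound exposure, 37 °C, 5% CO2 | read-out basis = GFP/RFP fluorescence ratio | controls = DMSO and RFP-L50D-GFP cell wells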
# * marks the source's active call; other numbers are inactive results; i = inactive; · = no result given.
# Second line of a record: Neddylation inh, FAS-TE inh, Rin1 Abl inh, MLLE-PAM2 inh, NadD block, Rpn11 inh, SKN-1 block, CSN deneddyl inh, MT1-MMP act inh
Cc1cc2[nH]ncc2cc1NC(=S)NC(=O)c1ccccc1
    i, -3, 0, 23, 3, i, 19, 2, -2
NC(=O)C1CCN(CCC(=O)Nc2ccc(F)c(F)c2)CC1
    i, -4, 2, 0, -1, i, 27, 5, 4
COc1ccc(C2=NS(=O)(=O)N(C)C(C(=O)N3CCC(C(N)=O)CC3)=C2)cc1
    i, -4, 0, -10, -2, i, -9, -4, -2
COC(=O)CSc1nnc(CNC(=O)c2cccs2)n1-c1cc(OC)ccc1OC
    i, -3, -1, -1, 9, i, -4, 1, -2
CC(=O)c1cccc(-c2ccc(CN3C(CC(C)C)C(=O)N(Cc4cn(CC5CCCCC5)nn4)CCS3(=O)=O)cc2)c1 (stereo unspecified)
    i, 28, 1, -2, 10, i, 16, -2, -4
O=C1CC(N2CCN(c3ccccc3)CC2)C(=O)N1CCc1ccccc1 (stereo unspecified)
    i, -4, -2, -5, 1, i, -21, 0, 4
COc1ccc(Nc2nnc(SCC(=O)NC3CC3)s2)cc1
    i, -8, 1, -23, 1, i, -5, -2, 1
CC(C)NC(=O)Nc1ccc2c(c1)C(=O)N([C@H](C)CO)C[C@H](C)[C@@H](CN(C)Cc1ccc3c(c1)OCO3)OCCCC[C@@H](C)O2
    i, -7, 0, 0, -5, i, -13, 4, 5
O=C(NCc1cccs1)c1cc2ccccc2o1
    i, -7, 0, -1, -5, i, -28, -6, 4
CC(C(=O)NC(C)(C)C)n1c(-c2ccccc2)nc2ccccc21 (stereo unspecified)
    i, ·, ·, ·, ·, ·, 13, -7, 4
CC(C)CNS(=O)(=O)c1cc(C(=O)OCC(=O)N(C)C2CCS(=O)(=O)C2)c(Cl)cc1Cl (stereo unspecified)
    i, -6, -5, 1, -7, i, -12, -1, -2
COc1ccc(N2CCN(C(=O)c3ccc4[nH]c(C)c(C)c4c3)CC2)cc1
    i, 5, 3, -9, -2, i, 8, 0, -2
CCCCOC(=O)Nc1nnc(-c2ccccc2OC)s1
    i, -7, 0, 5, 3, i, 17, -1, 6
Cc1nnc(SCc2nnc(-c3cccs3)o2)n1Cc1ccccc1
    i, -4, 6, 8, -1, i, 7, -12, 0
Cc1ccc(S(=O)(=O)NC(CCC(N)=O)C(=O)NCc2ccc3c(c2)OCO3)c(C)c1 (stereo unspecified)
    i, -8, -2, -12, 2, i, 12, 3, 6
O=C(Nc1nc2ccccc2s1)c1cccc(S(=O)(=O)N2CCc3ccccc32)c1
    i, 36, 2, 9, 14, i, 7, -1, -13
Cn1ncc2c(NNC(=O)C3CCCCC3)ncnc21
    i, -1, -1, 2, -6, i, -8, -3, 2
O=C(COC(=O)c1cccc([N+](=O)[O-])c1)NCc1ccc2c(c1)OCO2
    i, 4, -1, -25, 0, i, 6, -3, 0
O=C(NCCc1ccccc1)c1cccc(NC(=O)C2CC2)c1
    i, -7, -3, -4, -1, i, -13, 0, 12
NC(=O)c1c(NC(=O)CSc2nnc(-c3ccccc3)n2CC2CCCO2)sc2c1CCC2 (stereo unspecified)
    i, 0, -4, 17, 1, i, 19, 0, -6
Cc1ccc2c(c1)N(CC(=O)NCC(C)c1ccccc1)C(=O)c1cccnc1O2 (stereo unspecified)
    i, 5, 4, 10, 3, i, 0, 2, 0
CC(C)CC1NC(=O)c2cc3ccccc3cc2-n2c1nc1ccc(Cl)cc1c2=O (stereo unspecified)
    i, 74*, -3, 1, 18, i, 11, 5, -6
O=C(CCN1CCCO1)N1CCCC(N2CCN(c3cccc(C(F)(F)F)c3)CC2)C1 (stereo unspecified)
    i, -10, 2, -9, -5, i, -12, -2, 0
C[C@H](NC(=O)c1cc2cc(Cl)ccc2n1C)C(=O)N[C@@H](Cc1ccccc1)C(=O)O
    i, -2, 3, 1, -6, i, -5, -3, -1
CCOC(=O)c1ccc(N=c2ssnc2Cl)cc1
    i, -7, -3, 19, 5, i, 13, -1, 0
Cc1ccccc1N1Cc2ccccc2C1=O
    i, -8, -3, -6, 3, i, 17, 0, 3
COc1ccc(CC(=O)N2N=C(c3ccncc3)CC2(O)C(F)(F)F)cc1 (stereo unspecified)
    i, -2, -3, -3, 1, i, 5, -1, -6
Oc1c(CN2CCOCC2)cc(-c2ccccc2)cc1CN1CCOCC1
    i, -6, -5, 0, -2, i, 10, 1, -3
COc1ccc2c(c1)oc(=O)c1ccccc12
    i, 8, 3, -1, -4, i, 15, -3, 5
Cc1ccc2c(CSc3nncn3C)cc(=O)oc2c1C
    i, -4, 2, -14, 0, i, -2, -13, 0

# Look-ups from the entries so far.
# NadD block result of COc1ccc(N2CCN(C(=O)c3ccc4[nH]c(C)c(C)c4c3)CC2)cc1 reads -2
# MT1-MMP act inh result of COc1ccc2c(c1)oc(=O)c1ccccc12 reads 5

# Following part:
# Second line of a record: Neddylation inh, FAS-TE inh, Rin1 Abl inh, MLLE-PAM2 inh, NadD block, Rpn11 inh, SKN-1 block, CSN deneddyl inh, MT1-MMP act inh
Cc1cc(=O)oc2cc(NC(=O)c3cccc(Br)c3)ccc12
    i, -1, -2, -8, 10, i, -7, 5, -2
CCn1c(=NC(=O)CSCC(=O)Nc2nccs2)sc2ccccc21
    i, 0, 1, 9, -1, i, 11, 0, 0
COc1ccc(CNC(=O)[C@H](Cc2ccccc2)NC(=O)CC[C@H]2O[C@@H](n3ccc(=O)[nH]c3=O)[C@H](O)[C@@H]2O)cc1
    i, -7, 0, 0, 1, i, 1, -2, 2
Cc1nn2cnnc2c(C)c1Cc1ccc(Cl)cc1
    i, -4, 1, -8, 0, i, -6, -2, 5
O=[N+]([O-])c1ccc(N2CCN(Cc3ccccc3)CC2)s1
    i, 1, -13, -48, -2, i, -5, 11, 30
Cc1cc(C)c(C)c(S(=O)(=O)NCC(=O)NCC2CCCCC2)c1C
    i, 5, 3, -11, -8, i, -8, 4, -3
Cc1coc2c1c(C)cc1oc(=O)c(CC(=O)N[C@@H](C)C(=O)O)c(C)c12
    ·, -2, 2, 11, -6, i, 12, 1, 3
O=C(c1n[nH]c(=O)c2ccccc12)N1CCOCC1
    i, -5, -1, -14, 3, i, 12, -3, 1
Cc1ccc(OCCC(=O)OCC(=O)Nc2ccc3[nH]c(=O)[nH]c3c2)cc1
    i, -11, -2, 0, -3, i, 5, -4, -4
O=C(c1ccc(Cl)c([N+](=O)[O-])c1)N(Cc1cccc(Cl)c1)C1CCS(=O)(=O)C1 (stereo unspecified)
    i, 37, 2, -13, -4, i, 0, 0, 0
O=C(c1cscn1)N1CCCC(N2CCN(c3ccc(F)cc3)CC2)C1 (stereo unspecified)
    i, -6, 0, 5, 5, i, 5, -4, -1
O=C(NCC1CCCO1)c1c(O)nc2sccn2c1=O (stereo unspecified)
    i, -6, 1, 14, -3, i, 1, -5, 2
O=C(Nc1ccc(N2CCOCC2)c(S(=O)(=O)Nc2ccccc2Cl)c1)c1ccccc1
    i, 37, 2, -17, 23, i, 20, 1, -1
Cc1ccc(S(=O)(=O)N(C)c2ccc(C(=O)NCc3ccccc3F)cc2)cc1
    i, 13, 1, -38, -4, i, 15, 0, 2
O=C(CN1CCN(c2ccc(F)cc2)CC1)c1cccs1
    i, -6, 1, 1, -5, i, -4, -4, 0
CNc1ccccc(-c2ccc3cc4c(cc3n2)OCO4)c1=O
    i, -19, -3, 7, 6, i, -2, -7, -5
COc1ccc(OCCOC(=O)CN2C(=O)NC3(CCCC3)C2=O)cc1
    i, -7, -2, 2, -4, i, 1, -8, -2
CCc1nnnn1-c1ccc([N+](=O)[O-])cc1C
    i, -5, 1, 1, -4, i, 5, 3, 1
CN1c2ccccc2Oc2nnc(N3CCN(Cc4ccccc4)CC3)cc21
    ·, -3, -2, 4, 2, i, -5, -3, 3
Cc1ccc(-c2csc(/C=C3\SC(C)C(=O)N3CC(=O)Nc3ccccc3F)n2)cc1 (stereo unspecified)
    i, 10, -3, 2, 32*, i, -3, 5, -4
CC(=O)CSc1ncnc2c1oc1ccccc12
    i, -5, i, -21, -5, i, 1, 1, 2
Cn1ncc(Cl)c1C(=O)N1CCN(S(=O)(=O)c2ccc(Cl)s2)CC1
    i, -2, 6, 0, -7, i, 5, 4, -3
COC(=O)[C@@H](Cc1ccccc1)NC(=O)/C=C/[C@H]1O[C@@H](n2cnc3c(NC(=O)c4ccccc4)ncnc32)[C@H](O)[C@@H]1O
    i, -4, 1, -4, -6, i, -11, 6, -1
Cc1cc(C(=O)N/N=C2\CC(=O)c3ccccc32)c(C)n1-c1ccccc1
    i, 2, 2, -2, 9, i, 8, 6, -1
COc1ccccc1C(=O)NCCNC(=O)c1ccc(C)nc1
    i, -4, -1, -10, -11, i, 0, -1, -1
O=C(N[C@H]1/C=C\[C@@H](O)CCCC1)OCc1ccccc1
    i, -8, 2, -1, -1, i, 1, 4, 2
CC1(C)CC(=O)C2=C(C1)N(c1ccc(F)cc1)C(N)=C(C#N)C2c1cccs1 (stereo unspecified)
    i, -2, -2, -16, -3, i, 14, 7, 0
CC(C)(C)NC(=O)NC(=O)CN1C(=O)NC(c2ccccc2)(c2ccccc2)C1=O
    i, 3, -1, -7, 1, i, 8, 4, 2
CN(C)S(=O)(=O)c1ccc(S(=O)(=O)N(Cc2ccco2)Cc2ccccc2Cl)cc1
    i, 18, 3, -2, 5, i, 6, -3, 2
Cc1cc(N2C(=O)C(O)=C(C(=O)c3cc4ccccc4o3)C2c2cccc(Br)c2)no1 (stereo unspecified)
    i, 7, -6, -17, 19, i, 1, 7, 4
O=C(c1ccc([N+](=O)[O-])o1)N1CCOCC1
    i, -4, 2, 10, -10, i, 7, -3, -1
O=C(CN(C(=O)CNC(=O)c1cccs1)c1ccccc1F)NC1CCCCC1
    i, -4, -1, 4, 2, i, 10, -3, 2
CC(=O)CSc1nc(-c2ccccc2)c(-c2ccccc2)o1
    i, 19, -3, -125, -3, i, 6, -1, -6
Cc1cc(OCC(=O)NC2CC(C)(C)NC(C)(C)C2)c(C)cc1Br
    i, -2, 1, 0, -8, i, 14, 0, 0
CC(C)(c1ccccc1)c1ccc(OCC2CO2)cc1 (stereo unspecified)
    i, 22, -1, -4, -4, i, 2, -3, -3
C=CCN1C(c2ccc(OCC)cc2)=CS/C1=C(\C#N)c1nnc2n1CCCCC2
    i, -2, -2, -2, -2, i, 11, 1, 5
O=C(c1ccco1)N1CCN(C(=O)C2CCN(S(=O)(=O)c3cccc4nsnc34)CC2)CC1
    i, -18, 0, 11, 4, i, -24, -7, -1
Cc1ccc(-c2nn3c(C)nnc3s2)cc1NC(=O)COc1ccc(Cl)cc1
    i, 7, -2, -21, 4, i, -2, 0, 0

# Compound activity: PubChem BioAssay, several laboratories
